Source: PubChem BioAssay
KCNK3 block – human KCNK3 channel inhibition, primary screen; O14649; CHO-KCNK3 thallium flux, FluxOR fluorescence; active compounds read low; B-score at 10 µM; hit rate 0.84% among 340,000; AID 602410;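 active = B-score under library mean minus 4 SD, starting fluorescence ratio at most library mean plus 5 SD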;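 note: more negative B-score means stronger inhibition of thallium flux through KCNK3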
hERG protect – shields human hERG channel from block by proarrhythmic agents. Q12809. CHO-hERG, FluxOR thallium flux, dofetilide IC70 present. activation (rescue from dofetilide block), less the hit threshold, % at 10 µM. hit rate 0.51% among 310,000. AID 1511;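 active = activation above the mean of controls blocked by dofetilide plus 5 SD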;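 note: thallium influx through hERG after potassium depolarization seen as dye fluorescence rise; in these data hits start at about 4.7%; inactives centre near -7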
SKKanGAS inh – SKKanGAS growth inhibition; S. pyogenes SKKanGAS, kanamycin growth, BacTiter-Glo, 6 h; inhibition, % at 7.5 µM; hit rate 1.3% among 300,000;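 active = mean replicate score, as percent of positive control median, at least 50; inconclusive = mean below 50 but one replicate at or above 50; inactive = mean and every replicate below 50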;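 note: strain carries kanamycin resistance gene driven by streptokinase promoter and grows in 40 µg/ml kanamycin; loss of luminescence reflects streptokinase promoter inhibition or plain growth inhibition; 0% = median of DMSO wells and 100% = positive control at its reference dose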
ANO1 block – inhibitors of mouse TMEM16A calcium-activated chloride channel | hit rate 1.2% among 310,000 | Q8BHY3 | AID 588511 | HEK293 TMEM16A/YFP iodide influx fluorescence, ionomycin | normalized B-score (activity score, 25-100; higher = stronger inhibition) at 10 µM;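 active = ratio plate-corrected score three or more library SD toward inhibition, starting fluorescence score within five deviations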;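 note: score derived from kinetic fluorescence span divided by baseline fluorescence per well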
KCNK9 inh – human KCNK9 channel inhibition; HEK293 KCNK9, FluxOR thallium flux fluorescence; active compounds read low; B-score at 10 µM; hit rate 1.2% among 310,000;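 active = ratio B-score over 3 SD below the library mean, with starting fluorescence within 5 SD of its mean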;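 note: negative B-score means less thallium flux so channel inhibition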
Target sequence (Q9NPC2 whole entry, looked up): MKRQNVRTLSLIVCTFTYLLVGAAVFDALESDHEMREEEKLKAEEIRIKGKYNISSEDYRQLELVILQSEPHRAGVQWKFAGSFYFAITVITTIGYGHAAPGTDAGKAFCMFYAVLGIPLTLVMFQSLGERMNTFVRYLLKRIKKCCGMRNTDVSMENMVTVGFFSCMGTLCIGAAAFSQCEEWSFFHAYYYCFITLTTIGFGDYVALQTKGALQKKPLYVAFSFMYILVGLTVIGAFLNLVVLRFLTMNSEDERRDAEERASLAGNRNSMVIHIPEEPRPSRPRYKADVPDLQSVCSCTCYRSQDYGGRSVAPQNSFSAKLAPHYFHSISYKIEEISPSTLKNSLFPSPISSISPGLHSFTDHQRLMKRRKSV
ANO1 activ – activates or potentiates the mouse TMEM16A chloride channel; Q8BHY3; HEK293 TMEM16A/YFP-H148Q/I152L, iodide quench fluorescence; active compounds read low; B-score at 10 µM; hit rate 0.3% among 340,000;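 active = fluorescence-ratio B-score plate-corrected deviation score at least 3 library SD below zero, with starting fluorescence score within 5 deviations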;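 note: channel opened by trigger with iodide after compound preincubation; score built on the fluorescence ratio of max minus min over baseline; more negative score means more quench and so TMEM16A activation or potentiation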
KCNQ1 block – blocks the human KCNQ1 potassium channel | P51787 | CHO-K1 KCNQ1, FluxOR thallium flux fluorescence; active compounds read high | B-score at 10 µM | hit rate 1.3% among 310,000 | AID 2642;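 active = compounds whose thallium flux B-score, printed positive for inhibition, exceeds three library SD while starting fluorescence stays within three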;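 note: channel opened by potassium depolarization with thallium stimulus after 20 min compound exposure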
RGS4 pot – RGS4 potentiation or activation | B-score at 10 µM | HEK293 M3R/inducible RGS4, carbachol calcium flux Fluo4; active compounds read low | hit rate 0.92% among 310,000;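 active = B-score of the integrated calcium signal more than 4 SD below the library mean, with starting fluorescence not abnormally high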;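 note: negative B-score means reduced calcium response which marks RGS4 activation or potentiation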
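test system = HEK293 cells with stable M3R and inducible RGS4 | schedule = recording 10 s baseline at 1 Hz, 100 s post-agonist | technique = Fluo4-AM (2 µM) calcium-flux fluorescence, kinetic read | measure = Agonist-evoked peak-minus-minimum fluorescence over baseline, integrated ratio, B score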
HDAC3 inhib – inhibitors of human histone deacetylase 3 | O15379 | recombinant HDAC3, fluorogenic peptide/trypsin coupled, fluorescence | inhibition, % at 8.3 µM | hit rate 0.15% among 320,000; in the data active = inhibition above about 26%, passing the limit was not always enough; inconclusive = no clear call, values can overlap the other calls
Target sequence (O15379 whole entry, looked up): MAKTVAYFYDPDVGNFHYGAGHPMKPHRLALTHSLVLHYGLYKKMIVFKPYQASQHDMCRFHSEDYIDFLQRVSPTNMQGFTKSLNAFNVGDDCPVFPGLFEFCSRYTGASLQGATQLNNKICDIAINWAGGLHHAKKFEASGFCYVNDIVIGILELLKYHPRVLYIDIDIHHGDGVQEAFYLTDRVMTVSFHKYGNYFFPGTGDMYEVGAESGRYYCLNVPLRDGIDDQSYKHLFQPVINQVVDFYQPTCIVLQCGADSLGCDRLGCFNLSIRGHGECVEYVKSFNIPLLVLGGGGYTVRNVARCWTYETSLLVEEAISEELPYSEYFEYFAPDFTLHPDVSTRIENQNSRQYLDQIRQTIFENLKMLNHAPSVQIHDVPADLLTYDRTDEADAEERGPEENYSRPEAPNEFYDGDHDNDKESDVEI
RGS4 inh – human RGS4 inhibition; P49798; HEK293 M3R/RGS4 inducible, Fluo-4 calcium flux; active compounds read high; triggered by carbachol at its EC20; B-score at 10 µM; hit rate 0.45% among 310,000; AID 463165;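 active = B-score, a plate-corrected calcium signal, over three deviations above library mean, with baseline fluorescence within five deviations of library mean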;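 note: RGS4 expression induced by doxycycline in cells with stable M3 receptor; B-score is computed from the integrated fluorescence ratio over baseline after carbachol; higher B-score means a larger calcium signal and so more RGS4 inhibition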
Target sequence (P49798 whole entry, looked up): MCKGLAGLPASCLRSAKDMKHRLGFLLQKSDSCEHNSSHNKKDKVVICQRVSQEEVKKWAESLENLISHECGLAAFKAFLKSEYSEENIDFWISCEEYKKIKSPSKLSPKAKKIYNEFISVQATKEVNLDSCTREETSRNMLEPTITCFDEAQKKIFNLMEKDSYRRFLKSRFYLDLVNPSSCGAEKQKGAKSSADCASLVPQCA
KCNQ1 act – human KCNQ1 channel potentiation or activation. P51787. CHO-K1 KCNQ1, thallium flux FluxOR fluorescence; active compounds read high. B-score at 10 µM. hit rate 0.35% among 310,000;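 active = fluorescence ratio B-score, a plate-corrected score, at least three library SD, with initial intensity B-score within 5 SD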
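assay system = CHO-K1 cells stably expressing KCNQ1 | medium = assay buffer, equal DMSO in all wells | timing = 37 °C overnight plating, 90-min dark dye load, 20-min compound pretreatment | measured by = kinetic FluxOR thallium fluorescence, 10-s 1-Hz baseline, 110-s post-stimulus read | measure = fluorescence change relative to baseline, converted to B score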
Starred values were filed as active, the others as inactive; i = inactive; ? = inconclusive; / = no result given.

SMILES	KCNK3 block	hERG protect	SKKanGAS inh	ANO1 block	KCNK9 inh	ANO1 activ	KCNQ1 block	RGS4 pot	HDAC3 inhib	RGS4 inh	KCNQ1 act
COC(=O)c1ccc(S(=O)(=O)NCc2ccc(S(N)(=O)=O)cc2)n1C	i	-2	-8	i	i	i	i	i	2	i	i
CCCc1cc(=O)n2[nH]c(NCc3ccc(OC)c(OC)c3)nc2n1	i	-8	-18	i	i	i	i	i	14	i	i
Cc1cc(C)n2nc(SCC(=O)NC3CCCCC3)nc2n1	i	-4	-2	i	i	i	i	i	-3	i	i
COc1ccc(S(=O)(=O)NCC2CCCN(Cc3ccc(O)cc3)C2)cc1 (configuration not stated)	i	-4	-9	i	i	i	i	i	8	i	i
Cc1nc(CC(=O)Nc2nc(-c3ccccc3)cs2)cs1	i	-11	-6	i	i	i	i	i	5	i	i
O=C(CCSCCc1ccccn1)Nc1nccs1	i	-15	-9	i	i	i	i	i	-8	i	i
CS(=O)(=O)Nc1ccc(C(=O)NCc2ccco2)cc1	i	-1	2	i	i	i	i	i	-2	i	i
Cc1c(NC(=O)Nc2cccc([N+](=O)[O-])c2)c(=O)n(-c2ccccc2)n1C	i	-5	-2	i	i	i	i	i	0	i	i
Cc1ccc(C)c(OCCn2ccnc2)c1	i	-15	0	i	i	i	i	i	-5	i	i
O=C(Cc1cccs1)N1CCN=C1SCc1ccccc1Cl	i	-15	7	i	i	i	i	i	2	i	i
C=CCSc1nc2sc(-c3ccccc3)cc2c(=O)n1N	i	-8	-2	i	i	i	i	i	1	i	i
Cc1cc(C)c(S(=O)(=O)ON2C(=O)c3ccccc3C2=O)cc1C	i	-12	23	i	i	i	i	i	2	i	i
CCSc1nnc(NC(=O)c2nc3nc(C)cc(C)n3n2)s1	i	-5	8	i	i	i	i	i	6	i	i
NS(=O)(=O)c1ccc(CNC(=O)CC23CC4CC(CC(C4)C2)C3)cc1	i	0	8	i	i	i	i	i	-3	i	i
Nc1ccc2nc(SCc3ccc([N+](=O)[O-])cc3)sc2c1	i	-8	5	i	i	i	i	i	13	i	i
CCN1CCN(C(=O)c2ccc(-c3nc4ccccc4s3)s2)CC1	i	-11	-1	i	i	i	i	i	-20	i	i
COc1c(F)c(F)c(C(=O)Nc2cccc(Cl)c2N2CCOCC2)c(F)c1F	i	-10	-7	i	i	i	i	i	9	i	i
CC(C)(C)[C@@H]1C=C(C(=O)N2CCN(Cc3ccc4c(c3)OCO4)CC2)O[C@H](OCc2ccc(CO)cc2)C1	i	-8	3	i	i	i	i	i	8	i	i
Cc1ccc(S(=O)(=O)n2ccc(OC(=O)c3cccs3)n2)cc1	i	-1	2	i	i	i	i	i	90*	i	i
COc1ccc(-n2cc(CNCC3CCOCC3)c(-c3cccc(F)c3)n2)cc1	i	-7	8	i	i	i	i	i	-23	i	i
COCCNC(=S)N1CCC(c2nc(-c3ccc(N(C)C)cc3)no2)CC1	i	-15	-1	i	i	i	i	i	3	i	i
CCOC(=O)N1CCN(C(=O)c2cnn3c(C(F)(F)F)cc(-c4cccs4)nc23)CC1	i	-12	-2	i	i	i	i	i	0	i	i
CN1CCN(C(=O)c2cnn(-c3ccccc3)c2NC(=O)c2cccs2)CC1	i	-10	-1	i	i	i	i	i	?	i	i
Cc1nnc2ccc(N3CCOCC3)nn12	i	-3	-3	i	i	i	i	i	3	i	i
Cc1ccccc1OCCNc1cc(N2CCNCC2)ccc1[N+](=O)[O-]	/	-23	12	i	i	/	i	i	-57	5.1*	i
CCc1cc2c3c(c1)C(C)CC(C)(C)N3C(=O)C2=O (configuration not stated)	i	-4	24	i	i	i	i	i	0	i	i
CCOC(=O)C1(CCc2ccccc2)CCN(Cc2cc(OC)c(OC)cc2OC)CC1	i	-14	2	i	i	i	i	i	5	i	i
O=C(Nc1ccc(Cl)cc1)c1ccc2c(c1)OCO2	i	-5	3	i	i	i	i	i	-2	i	i
O=C(NCCCN1CCC(Cc2ccccc2)CC1)C1CC(=O)N(C2CCCC2)C1 (configuration not stated)	i	-5	-2	i	i	i	i	i	-4	i	i
Cc1ccc(-c2nn(-c3ccc(F)cc3)cc2C(=O)N(C)CC(=O)Nc2ccc(N3CCOCC3)cc2)cc1	i	-13	-5	i	i	i	i	i	9	i	i
Cc1ccc(C(=O)/C=C/c2ccco2)c(O)c1	i	-9	0	i	i	i	i	i	3	i	i
CNC(=S)Nc1ccc(C23CC4CC(CC(C4)C2)C3)cc1	i	-9	-13	i	i	i	7*	i	2	i	i
CCCc1[nH]nc2c1C(c1ccc(OC(=O)N3CCOCC3)c(OC)c1)C(C#N)=C(N)O2 (configuration not stated)	i	1	-2	i	i	i	i	i	4	i	i
CSc1nc(Cl)c(Cc2ccc(OC(C)C)cc2)c(N2CCOCC2)n1	i	-3	2	100*	-7.5*	i	7*	i	17	i	i
CCn1c(SCc2nc3ccccc3nc2C)nnc1-c1cccs1	i	-6	12	i	i	i	i	i	-2	i	i
CCN1CCN(c2nc(-c3cccs3)nc3ccccc23)CC1	i	-13	2	i	i	i	i	i	10	i	i
COC(CSc1nc(N)c2c3c(sc2n1)CN(C)CC3)OC	i	-7	0	i	i	i	i	i	-33	i	i
COc1ccc(/C=C2\SC(=O)N(CCC(=O)N3CCCCC3CCO)C2=O)cc1 (configuration not stated)	i	-4	4	i	i	i	i	i	-7	i	i
O=C(NCC(=O)N(c1cccnc1)C(C(=O)NC1CCCC1)c1ccccc1F)c1ccco1 (configuration not stated)	i	-6	-2	i	i	i	i	i	-3	i	i
Cn1c(C2=C(O)CN(Cc3ccccc3)C2=N)nc2ccccc21	i	-11	-15	i	i	i	i	i	-5	i	i

HDAC3 inhib: what is marked active above
structure	KCNK3 block	KCNK9 inh	ANO1 activ	KCNQ1 block	HDAC3 inhib	RGS4 inh	KCNQ1 act
Cc1ccc(S(=O)(=O)n2ccc(OC(=O)c3cccs3)n2)cc1	i	i	i	i	90*	i	i

An excerpt of these results, in markdown.
| Molecule | KCNK3 block | hERG protect | SKKanGAS inh | ANO1 block | KCNK9 inh | ANO1 activ | KCNQ1 block | RGS4 pot | HDAC3 inhib | RGS4 inh | KCNQ1 act |
| --- | --- | --- | --- | --- | --- | --- | --- | --- | --- | --- | --- |
| CCc1cc2c3c(c1)C(C)CC(C)(C)N3C(=O)C2=O (configuration not stated) | i | -4 | 24 | i | i | i | i | i | 0 | i | i |
| CCOC(=O)C1(CCc2ccccc2)CCN(Cc2cc(OC)c(OC)cc2OC)CC1 | i | -14 | 2 | i | i | i | i | i | 5 | i | i |
| O=C(Nc1ccc(Cl)cc1)c1ccc2c(c1)OCO2 | i | -5 | 3 | i | i | i | i | i | -2 | i | i |
| O=C(NCCCN1CCC(Cc2ccccc2)CC1)C1CC(=O)N(C2CCCC2)C1 (configuration not stated) | i | -5 | -2 | i | i | i | i | i | -4 | i | i |
| Cc1ccc(-c2nn(-c3ccc(F)cc3)cc2C(=O)N(C)CC(=O)Nc2ccc(N3CCOCC3)cc2)cc1 | i | -13 | -5 | i | i | i | i | i | 9 | i | i |
| Cc1ccc(C(=O)/C=C/c2ccco2)c(O)c1 | i | -9 | 0 | i | i | i | i | i | 3 | i | i |
| CNC(=S)Nc1ccc(C23CC4CC(CC(C4)C2)C3)cc1 | i | -9 | -13 | i | i | i | 7* | i | 2 | i | i |

Continuation.
SMILES	KCNK3 block	hERG protect	SKKanGAS inh	ANO1 block	KCNK9 inh	ANO1 activ	KCNQ1 block	RGS4 pot	HDAC3 inhib	RGS4 inh	KCNQ1 act
Cc1ccc2c(CN3CCCCC3C)cc(=O)oc2c1C (configuration not stated)	i	-6	-4	/	i	i	i	i	/	i	i
COc1cccc(CNC(=O)CCC2CCCN(C(=O)C3=CC(=O)CC(C)(C)O3)C2)c1 (configuration not stated)	i	-6	-5	i	i	i	i	i	2	i	i
Cc1ccc(OCC(=O)NC(=S)Nc2ccc(Br)c(C)n2)cc1	i	-7	0	i	i	i	i	i	-4	i	i
CC1(C(=O)N2CCN(c3ccc([N+](=O)[O-])cc3)CC2)CC1(Cl)Cl (configuration not stated)	i	-9	0	i	i	i	i	i	3	i	i
CC(C)CN(CC(C)C)CC(O)COc1ccccc1Br (configuration not stated)	i	-2	-2	i	i	i	i	i	3	i	i
COc1ccc(C[C@@H]2CN3C(=NC[C@@H]3C)N2C[C@H](C)NC(=O)c2ccc(C)c(Br)c2)cc1	i	-8	3	i	i	i	i	i	4	i	i
COC(=O)C1CCN(C(=O)CN2C(=O)NC(CCc3ccccc3)C2=O)CC1 (configuration not stated)	i	-9	2	i	i	i	i	i	3	i	i
CC1=NN=C(c2ccccc2)C(c2c[nH]c3ccccc23)N1O (configuration not stated)	i	-6	8	i	i	i	i	i	2	i	i
CCOc1cc(C(=O)Nc2cnccn2)cc(OCC)c1OCC	i	-18	2	i	i	i	i	i	3	i	i
N#Cc1cc2c(=O)n3ccccc3nc2n(CCCN2CCOCC2)c1=O	i	-15	1	i	i	i	i	i	-147	i	i
O=C(N/N=C/c1cccc(O)c1)c1ccc(COc2ccc3c(c2)CCC3)o1	i	-6	5	i	i	i	i	i	7	i	i
O=S(=O)(c1ccc(Cl)c(NC(=S)Nc2ccccc2N2CCOCC2)c1)N1CCOCC1	i	-12	2	i	i	i	i	i	-5	i	i
CSc1ncccc1C(=O)Nc1ncc(C)s1	i	-1	3	i	i	i	i	i	-9	i	i
O=C(COC(=O)C12CC3CC(CC(O)(C3)C1)C2)N1CCN(S(=O)(=O)c2ccc(Cl)cc2)CC1	i	-13	2	i	i	i	i	i	-5	i	i
CCn1c(COc2cccc(C)c2)nnc1SCC(=O)NC1CCCC1	i	-5	2	i	i	i	i	i	2	i	i
COc1ccc(CN2CCN(c3ccccc3OC)CC2)cc1OC	i	-11	2	i	i	i	i	i	-8	i	i
